LGR2 antag: inhibitors of bursicon-induced LGR2 CRE-luciferase signal, primary screen, cell-based, HEK293, CRE-luciferase reporter, bursicon stimulation; bursicon-stimulated, 4 h; Drosophila bursicon receptor LGR2 (rickets); 380,000 tested, 0.35% active; inhibition, % at 9.99 µM; AID 720647, 2013;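 active = drop in luminescence signal, shown as inhibition above about 50% in the replicate tests, limit read from the data, passing the limit was not always enough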;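 also: agonist challenge used bursicon conditioned medium at about half maximal strength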
PGC1a acetyl inh: inhibitors of PGC1a acetylation signal, primary screen, cell-based, U2OS, AlphaScreen, inhibitor mode. AlphaScreen anti-acetyl-lysine; with virally co-expressed GCN5 acetyltransferase. inhibition, % at 15.6 µM. 350,000 tested, 0.17% active;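 active = every replicate shows inhibition of at least 40%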;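 also: 0% = neutral control wells and 100% = positive control wells; some results beyond the cut were filed as inactive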
S100A4 inh HTS: inhibitors of S100A4-myosin IIA peptide binding, primary screen, biochemical, fluorescence polarization, TAMRA-MyoIIA peptide. inhibition, % at 10.7 µM. 360,000 tested, 0.14% active. AID 652163, 2013;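 active = mean inhibition of at least 70% across replicates, with every replicate also reaching that level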
Target sequence (P26447 whole entry, looked up): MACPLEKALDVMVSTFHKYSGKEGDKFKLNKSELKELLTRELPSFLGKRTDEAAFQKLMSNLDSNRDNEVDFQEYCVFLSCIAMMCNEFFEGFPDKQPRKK
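Material: S100A4 monomer (human). Medium: Calcium-containing HEPES buffer, pH 7.2. Probe or stimulus: labelled myosin peptide probe, 5 nM. Compound dosing: one concentration per compound. Timing: polarization read 5 min after assay mix addition, stable 5–60 min. Benchmarks: DMSO as neutral control, TFP as positive control.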
EWS-Fli inh: EWS/Fli-driven NR0B1 reporter inhibitors, primary screen, A673 cells, NR0B1 luciferase, luminescence, MLPCN library | viability-normalised | inhibition, % at 12.6 µM | 350,000 tested, 0.67% active;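 active = mean inhibition of at least 50% after viability correction, with every replicate also passing that limit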;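 also: firefly luciferase signal divided by Alamar Blue viability fluorescence both relative to DMSO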
FN deposit inh: inhibitors of fibronectin matrix deposition, primary screen, AH1F cells, Alexa488-fibronectin fluorescence, plate reader; AH1F fibroblasts, overnight; 350,000 tested, 0.086% active; AID 743247, 2014; inhibition, % at 12.6 µM;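 active = mean inhibition across replicates of 30% or more, regardless of how many single replicates reach that level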;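 also: positive control wells lacked labelled fibronectin entirely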
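Material: AH1F fibroblast monolayer depositing Alexa488-labelled fibronectin into matrix / Amount: 10000 AH1F cells per well / Signal: fluorescence 485/525 nm / Medium: DMEM, 2% serum / Compound: single dose, pinned / Incubation: 1 h cell adhesion before compound, then overnight fibronectin incubation / Reagent: Alexa488-FN, 24 nM final / Read-out: inhibition of fibronectin deposition signal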
PAX8 reporter: inhibitors of PAX8-driven TPO luciferase reporter, primary screen, RMG-I cells, single concentration. SteadyGlo, 24 h. inhibition, % at 12.6 µM. 360,000 tested, 1.2% active. AID 652154, 2013;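 active = mean replicate inhibition at least 60% with every replicate also reaching 60%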;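 also: luciferase light reporting Pax8 driven TPO promoter activity; plate controls were median of neutral control wells for no effect and mitoxantrone controls for full effect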
PglD DTNB: C. jejuni PglD acetyltransferase inhibitors, primary screen, biochemical, DTNB colorimetric, single point. AID 602405, 2012. purified PglD enzyme, DTNB colorimetric CoA detection. 360,000 tested, 0.098% active. inhibition, % at 12.5 µM; in the data active = inhibition above about 16%, passing the limit was not always enough; also: strong numbers were not always called active
ERAP1 HTS inh: human ERAP1 aminopeptidase inhibitors, primary screen, biochemical, single point, plate reader | Endoplasmic reticulum aminopeptidase 1 (Homo sapiens), Q9NZ08 | recombinant ERAP1, Leu-AMC fluorescence, 60 min | inhibition, % at 10.7 µM | 340,000 tested, 0.15% active | AID 652197, 2013;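 active = mean replicate inhibition of at least 30%, or all replicates individually reaching that 30% level; inactive = mean below 30% and not every replicate reaching it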;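 also: 0% = neutral control wells and 100% = L-leucinethiol positive control wells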
Target sequence (Q9NZ08 whole entry, looked up): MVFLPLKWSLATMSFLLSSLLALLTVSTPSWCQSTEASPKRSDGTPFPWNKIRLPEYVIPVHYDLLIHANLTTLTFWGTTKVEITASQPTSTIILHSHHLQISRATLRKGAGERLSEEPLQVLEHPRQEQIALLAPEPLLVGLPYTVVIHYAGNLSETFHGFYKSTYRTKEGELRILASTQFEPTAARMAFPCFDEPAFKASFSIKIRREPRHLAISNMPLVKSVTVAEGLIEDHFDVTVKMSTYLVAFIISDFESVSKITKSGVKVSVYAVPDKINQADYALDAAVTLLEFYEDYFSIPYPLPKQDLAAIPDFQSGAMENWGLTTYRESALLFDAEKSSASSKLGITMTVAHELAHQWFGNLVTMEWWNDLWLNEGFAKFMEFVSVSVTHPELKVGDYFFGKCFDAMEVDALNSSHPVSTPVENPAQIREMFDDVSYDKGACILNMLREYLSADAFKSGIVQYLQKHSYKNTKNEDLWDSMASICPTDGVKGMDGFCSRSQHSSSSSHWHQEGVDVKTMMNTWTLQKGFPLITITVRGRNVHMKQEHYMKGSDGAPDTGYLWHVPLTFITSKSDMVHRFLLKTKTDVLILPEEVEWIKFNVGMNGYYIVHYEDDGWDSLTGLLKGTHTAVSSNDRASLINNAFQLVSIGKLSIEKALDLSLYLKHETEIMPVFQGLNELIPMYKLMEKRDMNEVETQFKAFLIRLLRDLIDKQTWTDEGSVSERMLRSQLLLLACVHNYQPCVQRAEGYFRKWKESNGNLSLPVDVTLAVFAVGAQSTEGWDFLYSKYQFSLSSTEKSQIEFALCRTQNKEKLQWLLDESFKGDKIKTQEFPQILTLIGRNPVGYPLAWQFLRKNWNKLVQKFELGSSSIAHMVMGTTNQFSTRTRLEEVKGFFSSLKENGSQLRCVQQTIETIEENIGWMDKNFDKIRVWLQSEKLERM
* hit, by the source's call; x = no result given. Rows were taken by chance; about 2.1% have a hit in one of these screens.

SMILES | LGR2 antag | PGC1a acetyl inh | S100A4 inh HTS | EWS-Fli inh | FN deposit inh | PAX8 reporter | PglD DTNB | ERAP1 HTS inh
CCNC(=S)N1CCc2cc(OC)c(OC)cc2C1COc1ccc(OC)cc1 (stereo unspecified) | -3.1 | -4.2 | 6.8 | 5.7 | -1.7 | 18.9 | x | 9.0
CC(C)OCCCn1c(SCC(=O)N2CCCC2=O)nc2ccccc2c1=O | -22.4 | x | -2.2 | -10.3 | x | 2.4 | 1.1 | -2.1
CC(=O)N(Cc1ccc(Cl)cc1)c1cnccn1 | -9.3 | 13.1 | -1.5 | 1.6 | 3.1 | 10.6 | -1.5 | -1.7
CC[C@@]12C(=O)N(c3ccc(OC)cc3)C(=O)N1[C@H](c1ccc(Cl)cc1)[C@@H]1C(=O)N(C3CCCCC3)C(=O)[C@@H]12 | 17.3 | 3.0 | -3.9 | 10.3 | -11.1 | -7.9 | -0.6 | -5.5
COc1ccc(/C=N/NC(=O)c2ccc(CSc3nc(C)cc(C)n3)cc2)c(OC)c1OC | 8.7 | x | -5.4 | -9.0 | -6.8 | -16.0 | x | 0.9
COCC(=O)N(C)C[C@@H]1Oc2ncc(C#Cc3ccccc3OC)cc2C(=O)N([C@@H](C)CO)C[C@@H]1C | -4.3 | 6.9 | 19.9 | -15.4 | -10.5 | x | -3.4 | 4.4
Cc1ccc(C)c(NC(=O)/C(C#N)=C/c2ccc[nH]2)c1 | -2.4 | x | 25.8 | -2.2 | 3.7 | 4.6 | 0.6 | 2.0
O=C(O)c1ccc2oc(=O)c(S(=O)(=O)c3ccccc3)cc2c1 | -2.4 | -9.4 | 0.7 | 4.5 | 3.5 | 12.4 | -0.8 | -3.6
Oc1cccc(NC(=S)N=Nc2c(O)[nH]c3ccc(Br)cc23)c1 | 1.2 | -2.7 | -11.5 | -16.8 | 2.7 | 1.1 | -0.3 | -0.9
O=C1c2ccccc2NC(c2ccccc2)N1Cc1ccccc1 (stereo unspecified) | x | 0.0 | 3.9 | -6.6 | -0.7 | -14.7 | 5.1 | -4.2
Cc1ccccc1OCC(=O)NCC(=O)OCc1ccc(Br)cc1 | -6.4 | -1.5 | -4.6 | 1.2 | 2.9 | 4.0 | 5.5 | 2.5
COc1ccc(CCN(C)C(=O)c2cc(=O)c3ccccc3o2)cc1OC | -15.7 | 8.1 | -2.1 | -28.3 | -9.3 | -42.4 | 5.5 | -4.2
CO[C@@H]1CN(C)C(=O)c2cc(NC(=O)Nc3c(C)noc3C)ccc2OC[C@H](C)N(CCC(F)(F)F)C[C@H]1C | -2.8 | -9.0 | -3.0 | 1.2 | -13.6 | x | 1.9 | -0.2
Cc1ccc(CNc2cccnc2)cc1 | -21.0 | 4.9 | -2.4 | -29.6 | 14.2 | -70.7 | 8.4 | 2.9
COCC(=O)N(C)C[C@H]1Oc2cc(-c3ccc(C)cc3)ccc2S(=O)(=O)N([C@H](C)CO)C[C@@H]1C | 1.8 | -1.3 | 13.4 | 6.4 | -7.0 | x | 3.6 | -0.7
Cc1noc(C)c1S(=O)(=O)Nc1ccc2c(c1)CC(=O)N([C@@H](C)CO)C[C@@H](C)[C@H](CN(C)Cc1ccc(Cl)c(Cl)c1)O2 | 22.7 | 16.9 | -6.5 | 16.9 | 7.4 | 88.2* | 1.5 | -1.6
CCCNC(=O)[C@H]1[C@H](CO)[C@H]2Cn3c(ccc(C4=CCCC4)c3=O)[C@@H]1N2 | 12.0 | x | -3.5 | 4.7 | x | x | 0.4 | 0.6
NS(=O)(=O)c1ccc(NNC(=O)c2ccccc2C(=O)O)cc1 | 7.4 | 2.0 | 3.6 | 11.5 | -7.1 | -4.6 | 0.7 | 3.5
NNC(=O)c1cc2ccccc2[nH]1 | 9.1 | -2.6 | -0.8 | 6.5 | 0.3 | 26.8 | x | 1.6
CCCNC(=O)C(Cc1ccccc1F)NC(=O)c1ccccn1 (stereo unspecified) | 1.2 | 2.9 | 13.9 | -10.6 | -2.3 | 7.5 | 1.3 | -3.2
O=[N+]([O-])c1cn(Cc2ccccc2)cn1 | 5.2 | x | -2.9 | -3.8 | 7.5 | 34.6 | x | 0.6
O=C1NC(c2ccccc2)CCO1 (stereo unspecified) | 21.2 | -20.5 | -2.0 | -2.7 | -5.7 | 4.2 | 1.4 | -1.0
Cc1c(C(=O)N2CCN(c3ccc([N+](=O)[O-])cc3)CC2)oc2ccccc12 | -8.6 | -8.3 | -0.6 | 3.0 | -2.1 | 11.5 | -1.7 | -1.8
O=C(Nc1nnc([C@@H]2C[C@H](O)[C@@H](CO)O2)s1)NC1CCCCC1 | 5.4 | x | -2.2 | -11.7 | 2.0 | -16.6 | 3.5 | -3.8
Cc1noc(C)c1NC(=O)Nc1ccc2c(c1)C(=O)N([C@H](C)CO)C[C@@H](C)[C@@H](CN(C)Cc1ccccc1)OCCCC[C@H](C)O2 | 12.5 | 8.4 | -18.8 | -1.5 | 12.8 | -4.9 | 0.8 | 0.9

Continuation.
SMILES | LGR2 antag | PGC1a acetyl inh | S100A4 inh HTS | EWS-Fli inh | FN deposit inh | PAX8 reporter | PglD DTNB | ERAP1 HTS inh
COCCNC(=S)Nc1cc(OC)c(OC)cc1C#N | 9.0 | x | 5.0 | 9.2 | 7.4 | -10.8 | x | 6.3
COc1ccc(NC(=O)CCCCCn2nnc3ccccc3c2=O)cc1OC | 14.9 | 3.0 | -15.1 | 0.6 | 4.7 | -23.1 | -0.6 | -0.5
CO[C@H]1CN(C)C(=O)c2ccc(NC(=O)NC(C)C)cc2OC[C@H](C)N(C(=O)CN(C)C)C[C@@H]1C | 5.8 | -1.6 | -2.0 | 15.7 | -11.7 | -11.1 | -1.0 | -4.1
COCCN(C(=O)CCC(=O)Nc1cc(C)on1)C(C(=O)NC1CCCC1)c1ccc(C(C)C)cc1 (stereo unspecified) | -2.1 | -6.2 | -0.3 | 4.2 | -11.2 | -9.3 | 1.6 | 0.0
COc1ccc(S(=O)(=O)Cc2ccc(C(=O)NCc3ccc(C)cc3)o2)cc1 | 8.7 | x | -1.5 | x | 7.8 | 0.4 | -2.2 | -0.2
COc1ccc2c3c([nH]c2c1)[C@H](CO)N(Cc1nccs1)CC31CCN(C(=O)C2CCOCC2)CC1 | -15.6 | 1.1 | 15.2 | -5.6 | x | x | x | -10.9
C[C@@H]1Cc2[nH][nH]c(=O)c2[C@H](c2ccc(Cl)cc2)O1 | -25.1 | x | -2.8 | -14.6 | -2.5 | 9.4 | x | -5.8
CN(C)/C=N/c1cc(=O)n(C)c(=O)n1Cc1ccccc1 | -6.0 | x | 2.1 | 7.7 | -9.5 | -1.5 | 4.0 | 4.2
Cc1cc2c(Nc3ccccc3O)ncnc2s1 | 9.2 | 4.1 | -1.6 | -1.0 | -0.5 | 12.2 | -0.9 | 0.6
C[C@H](NC(=O)C[C@H]1CC[C@@H]2[C@H](COC[C@H](O)CN2Cc2ccc(C(F)(F)F)cc2)O1)c1ccccc1 | -6.4 | -14.2 | -12.9 | 13.3 | 3.0 | 11.4 | -1.4 | 0.7
CO[C@H]1CN(C)C(=O)c2cc(NC(=O)c3ccccc3F)ccc2OC[C@@H](C)NC[C@@H]1C | -4.1 | 2.7 | 7.7 | 7.0 | -1.5 | 2.5 | -5.6 | -0.2
CCS(=O)(=O)Nc1ccc2c(c1)C(=O)N(C)C[C@@H](OC)[C@@H](C)CN(Cc1nccs1)[C@@H](C)CO2 | 0.8 | 1.7 | 10.4 | -3.4 | -14.4 | x | 2.3 | -0.6
COC(=O)Nc1nc2ccc(C(=O)c3cccs3)cc2[nH]1 | 11.4 | -10.1 | 20.3 | 64.4* | -12.7 | 64.1* | -7.4 | 1.7
O=C(COC(=O)c1cccc2ccccc12)NCC1CCCO1 (stereo unspecified) | -29.1 | x | -4.3 | -13.1 | 18.8 | -18.8 | x | 0.0
Cc1ccc(OCC(O)CN2CCN(c3ccc(C)cc3)CC2)cc1 (stereo unspecified) | 0.5 | 2.0 | 1.8 | -0.8 | -0.6 | 0.4 | 5.8 | x
O=C(O)Cc1ccc2c(c1)Cc1cccnc1O2 | -1.9 | 22.0 | -1.2 | -3.3 | -10.2 | -4.0 | -4.3 | 0.6
CCCOc1ccc(-c2cn3ccccc3n2)cc1 | 75.2* | x | -1.9 | 47.1 | -4.5 | 8.9 | x | 0.4
C[C@H]1CN([C@@H](C)CO)C(=O)Cc2cc(NS(C)(=O)=O)ccc2O[C@H]1CN(C)Cc1ccc2c(c1)OCO2 | -16.3 | -3.2 | -4.0 | -8.8 | -13.4 | -26.5 | 6.4 | -0.2
CCn1c(Cc2ccccc2)nnc1SCC(=O)Nc1ccccc1N1CCOCC1 | x | -1.0 | x | x | 5.1 | 3.9 | -2.6 | x
COc1ccc(C(=O)NC(CCSC)C(=O)NCc2nnc3ccccn23)cc1 (stereo unspecified) | 30.4 | 2.9 | -5.4 | 0.6 | 3.5 | x | -2.3 | -0.9
Cc1cc(Sc2nnc(N)s2)c2ccccc2n1 | 57.6* | -59.0 | -2.8 | 10.5 | 2.0 | 89.5* | x | 3.2
COc1cc(/C=C2\SC(c3ccc(C)cc3)=NC2=O)ccc1O | -28.0 | x | -7.5 | -11.2 | x | x | x | -1.6
CC1=C(C(=O)N(C)C)CC(CC(=O)NCc2ccco2)C(=O)N1Cc1ccccc1 (stereo unspecified) | 5.7 | -32.9 | -3.1 | 3.0 | 11.4 | -13.3 | 0.1 | 1.2
O=C1CCN(CCc2ccccc2)CCN1[C@H](COc1ccccc1)c1ccccc1 | 3.3 | x | 5.0 | 12.4 | -5.7 | 6.3 | -5.4 | x
CCc1ccccc1NC(=O)CN(C)C(=O)COC(=O)c1ccco1 | 1.5 | x | -3.8 | -7.0 | -24.5 | 0.0 | -9.8 | -0.2
Cc1cccc(OCC(=O)Nc2ccc(C(=O)c3ccc(C(=O)O)cc3)cc2)c1 | 5.9 | -2.3 | -2.7 | -31.0 | x | -18.7 | 3.6 | -3.8
COCc1nc(-c2ccc(-c3ccc(C)cc3)nc2OC)no1 | x | -13.4 | x | x | -5.6 | -43.5 | -2.1 | x

Record cards, from the list above. Values in the order: LGR2 antag | PGC1a acetyl inh | S100A4 inh HTS | EWS-Fli inh | FN deposit inh | PAX8 reporter | PglD DTNB | ERAP1 HTS inh
`CC1=C(C(=O)N(C)C)CC(CC(=O)NCc2ccco2)C(=O)N1Cc1ccccc1` (stereo unspecified) as listed: 5.7 | -32.9 | -3.1 | 3.0 | 11.4 | -13.3 | 0.1 | 1.2
`CCn1c(Cc2ccccc2)nnc1SCC(=O)Nc1ccccc1N1CCOCC1` as listed: x | -1.0 | x | x | 5.1 | 3.9 | -2.6 | x
`COCCNC(=S)Nc1cc(OC)c(OC)cc1C#N` as listed: 9.0 | x | 5.0 | 9.2 | 7.4 | -10.8 | x | 6.3
`O=C1CCN(CCc2ccccc2)CCN1[C@H](COc1ccccc1)c1ccccc1` as listed: 3.3 | x | 5.0 | 12.4 | -5.7 | 6.3 | -5.4 | x
`C[C@@H]1Cc2[nH][nH]c(=O)c2[C@H](c2ccc(Cl)cc2)O1` as listed: -25.1 | x | -2.8 | -14.6 | -2.5 | 9.4 | x | -5.8
